Source: PubChem (National Center for Advancing Translational Sciences (NCATS))
Eya2 inh: blocks the phosphatase activity of human Eya2; recombinant Eya2, OMFP fluorescence dephosphorylation (OMFP is methylfluorescein phosphate); AID 488837; Potency, µM (highest dose often 76.9 µM), without a hit: at the top dose activity, negative = inhibition, most hits filed as inhibitors; O00167; actives 0.006% (n = 330,000); note: potency is the fitted concentration of half-maximal effect; % is set by controls: 0 for no effect and ±100 for the full control effect
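Eya2 protein (added as 0.2 uM solution) was preincubated with compound for 10 min at ambient temperature in 50 mM HEPES pH 7.5, 50 mM NaCl, 5 uM MgCl2, 0.05% BSA, 1 mM DTT. OMFP (added at 50 uM) then reacted 10 min; fluorescence read at 485/525 nm.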
PTAP TSG101 blk: blocks PTAP/TSG101 interaction to inhibit HIV-1 budding; Fluorescence polarization, FITC-PTAP peptide / Tsg101 binding; Potency, µM (highest dose often 115 µM), without a hit: top-dose activity change, negative = inhibition, hits mostly inhibitors; 340,000 tested, under 10 active; AID 493005; active = well fitted inhibition curve with a large enough effect in the main read-out, with a control signal flat, not every such curve was filed as active; inconclusive = small, poorly fitted or top-dose-only effect, or effect the other way, or a change in a side signal; inactive = no such curve, though single readings can be large or run the other way; note: potency is the fitted concentration of half-maximal effect; % of control where 0% means no effect
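Fluorescence anisotropy tracks displacement of a FITC-tagged PTAP peptide (50 nM) from the Tsg101 binding domain (10 uM), following a 20 min room-temperature incubation at pH 7.5.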
Mito fusion yeast: inhibitors of mitochondrial division or activators of mitochondrial fusion | S. cerevisiae fusion-defective mutant growth rescue, CellTiterGlo 48 h | Potency, µM (top dose mostly 46.1 µM), for the others: at the top dose growth rescue (activation), hits mostly activators | actives 0.23% (n = 320,000) | AID 485298;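 note: potency is the fitted concentration of half-maximal effect; % of control where 0% means no effect; nearly all actives have a fitted effect of over 45% in size; temperature-sensitive fusion mutants such as fzo1-1 at 37 °C on non-fermentable ethanol glycerol medium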
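Yeast fusion mutant, YPEG (non-fermentable carbon), compound, 48 h at 37C non-permissive; CellTiterGlo added, 10 min RT, luminescence read. Rescued growth = division inhibition.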
ELG1 DNA repair: ELG1-dependent DNA repair inhibition. HEK293T ELG1-luciferase reporter, luminescence, 16 h; DNA damage induced by 5-fluorouridine. Potency, µM (top dose mostly 46.1 µM), for the others: at the highest dose activity change, negative = inhibition, actives largely listed as inhibitors. actives 2.3% (n = 330,000). AID 504467; note: potency is the fitted concentration of half-maximal effect; % is set by controls: 0 for no effect and ±100 for the full control effect; nearly all actives have a fitted effect of over 55% in size
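5-Fluorouridine DNA damage + compound/DMSO, 2,000 cells/well, 16 h, 37 °C/5% CO2. ONE-Glo, 30 min RT, luminescence. Readout = decrease in reporter signal.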
TSHR antag: blocks TSH signaling through the human TSH receptor; P16473; TSHR-expressing cells, TSH-stimulated cAMP HTRF, 2 h; active compounds read low; activity change, negative = inhibition, % at 11.5 µM; actives 0.2% (n = 330,000);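 active = activity change below a set negative limit, meaning inhibition stronger than a set level, cut at about -70% in these data; inconclusive = activity change between two set negative limits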; note: % is set by controls: 0 for no effect and ±100 for the full control effect
Target sequence (P16473 whole entry, looked up): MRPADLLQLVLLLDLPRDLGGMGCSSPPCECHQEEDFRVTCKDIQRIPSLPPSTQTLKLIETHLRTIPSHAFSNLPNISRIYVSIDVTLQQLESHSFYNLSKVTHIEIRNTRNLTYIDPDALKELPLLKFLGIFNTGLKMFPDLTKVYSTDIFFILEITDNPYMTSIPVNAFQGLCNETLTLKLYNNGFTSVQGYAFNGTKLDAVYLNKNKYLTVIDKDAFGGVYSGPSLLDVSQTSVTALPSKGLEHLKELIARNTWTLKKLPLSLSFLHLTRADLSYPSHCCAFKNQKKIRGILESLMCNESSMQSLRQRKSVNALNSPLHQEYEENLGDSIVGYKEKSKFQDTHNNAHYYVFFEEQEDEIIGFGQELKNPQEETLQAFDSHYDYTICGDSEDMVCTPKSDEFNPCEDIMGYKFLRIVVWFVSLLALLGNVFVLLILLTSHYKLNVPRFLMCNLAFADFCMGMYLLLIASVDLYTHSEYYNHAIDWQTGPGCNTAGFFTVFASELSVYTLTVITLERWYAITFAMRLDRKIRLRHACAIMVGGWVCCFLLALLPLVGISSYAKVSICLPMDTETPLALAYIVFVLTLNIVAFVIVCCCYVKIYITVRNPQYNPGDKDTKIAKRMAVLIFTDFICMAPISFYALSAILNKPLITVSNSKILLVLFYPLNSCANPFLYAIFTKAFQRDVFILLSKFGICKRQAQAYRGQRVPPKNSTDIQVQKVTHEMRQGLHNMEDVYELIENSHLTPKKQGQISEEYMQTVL
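TSHR-expressing cells were treated with compounds, then stimulated with TSH at EC80 (4nM final) for 2 hours at 37 deg C. Cellular cAMP was measured by HTRF competition between lysate cAMP and cAMP-d2 for a cryptate-labelled anti-cAMP antibody.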
ASM inhibitor: inhibitors of human secretory acid sphingomyelinase. actives 0.006% (n = 340,000). P17405. AID 504937. placental ASM, HMU-PC fluorogenic substrate, 60 min. Potency, µM (top dose mostly 57.5 µM), for inactives: top-dose activity change, negative = inhibition, most hits filed as inhibitors; note: potency is the fitted concentration of half-maximal effect
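Human placenta-derived ASM enzyme was preincubated with compound for 10 minutes at room temperature, then given fluorogenic substrate HMU-PC0 (9 uM final) for 60 minutes at 37 °C; a pH 10 stop preceded fluorescence reading at Ex 386/Em 447 nm.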
TCR act: activators of T cell receptors | primary human leukocytes, anti-CD3, IL-2 HTRF, 48 h | Potency, µM (titrated, usually from 9.22 µM), for the others: top-dose activation of IL-2 secretion, actives largely listed as activators | 330,000 tested, under 10 active; note: % of control where 0% means no effect
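IL-2 produced over 48 hr by a-CD3 bead-stimulated primary human leukocytes exposed to compounds was detected with a homogeneous time-resolved FRET immunoassay, 665nm acceptor signal after 320nm excitation.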
BCR signal inh: blocks chronic active B-cell receptor signaling | Potency, µM (doses to about 46.1 µM), for inactives: top-dose ratio change, negative = lower green/red ratio, actives largely listed as inhibitors | ABC-DLBCL IkBa-CBG/CBR reporter, luminescence ratio, 4 h | AID 493014 | actives 0.05% (n = 340,000); active = well fitted inhibition curve with a large enough effect in the signal ratio, with a control signal flat, not every such curve was filed as active; inconclusive = small, poorly fitted or top-dose-only effect, or effect the other way, or a change in a side signal; the % refers to the signal ratio;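 note: potency is the fitted concentration of half-maximal effect; plate controls were basal doxycycline-induced cells for no effect and cells given 10 µM MG132 for full effect; MG132 reads +100%, hits lower the ratio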
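TMD8 human ABC-DLBCL cells with doxycycline-inducible IκBα–green luciferase fusion and unfused red luciferase, in 0.5% FBS medium; compounds up to 46 uM, 4 h at 37C. Green/red luminescence ratio, filter-overlap corrected, fitted to concentration-response curves.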
a7 integrin act: integrin-mediated muscular dystrophy alleviation activation | alpha7betagal myoblasts, beta-gal FDG fluorescence, 48 h | Potency, µM (titrated, usually from 38.3 µM), inactives show at the top dose activation, usual class: activators | actives 0.064% (n = 350,000) | AID 624291;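 note: potency is the fitted concentration of half-maximal effect; 100% = response of the positive control SU9516; nearly all actives have a fitted effect of over 60% in size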
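Alpha7betagal+/- myoblasts (passage 13) were plated 16-24 hr, then exposed to compounds (1:260 dilution of DMSO stock) for 48 hours at 37C. After MPER lysis, β-galactosidase reporter activity was read as FDG fluorescence (ex 480/em 540) after 30 minutes.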
Tb PFK inh: T. brucei PFK enzyme inhibition; O15648; T. brucei PFK, ADP-Glo luminescence; Potency, µM (series often up to 57.5 µM), inactives show at the highest dose activity, negative = inhibition, actives largely listed as inhibitors; actives 0.17% (n = 330,000); AID 485367;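 note: potency is the fitted concentration of half-maximal effect; 0% = uninhibited 1x PFK enzyme wells and -100% = no-enzyme wells; nearly all actives have a fitted effect of over 60% in size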
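PFK 1.25 nM, F6P 0.5 mM, ATP 0.1 mM, 0.1 M TEA pH 8.0, 5 mM MgCl2, 0.01% Tween20, 0.1% BSA; 45 min RT. ADP-Glo readout. qHTS titration up to 57 uM; curves fitted, compounds curve-classed.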
AT treatment: potential ataxia-telangiectasia treatments restoring KAP-1 phosphorylation; Potency, µM (series often up to 57.5 µM), without a hit: at the top dose activation, usual class: activators; actives 0.19% (n = 320,000); […] A-T fibroblasts, KAP-1 phosphorylation AlphaLISA; neocarzinostatin DNA damage 30 min before lysis; note: potency is the fitted concentration of half-maximal effect; % of control where 0% means no effect; nearly all actives have a fitted effect of over 45% in size
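hTERT-immortalized A-T patient fibroblasts ([…]), 500 cells/well in OPTI-MEM, 1% FBS, got compounds for 60 min, then NCS for 30 min at 37C. Lysates were then assayed for phospho-KAP-1 by AlphaLISA (anti-pKAP1 donor, anti-KAP1 acceptor beads), 6 hr at 25C.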
Active calls of the source: *; ? = inconclusive; · = not tested or not shown; [ ] = remark or other dose. Unless noted, calls come from the whole dose curve; as a rule, active = well fitted curve in the direction sought with a large enough effect; inconclusive = small, poorly fitted or top-dose-only effect, or another doubt; inactive = no such curve, though single readings can be large; an effect the other way counts as inactive or inconclusive.

SMILES | Eya2 inh | PTAP TSG101 blk | Mito fusion yeast | ELG1 DNA repair | TSHR antag | ASM inhibitor | TCR act | BCR signal inh | a7 integrin act | Tb PFK inh | AT treatment
COc1cccc(Nc2nc(-c3cccs3)nc3ccccc23)c1 | -15.4% | -1.8% | 7.1% | 23.1µM* | 10.7 | -17.7% | -0.2%[46.1 µM] | ? | 22.1% | 6.9% | 12.0%
N#Cc1ccc(C(=O)NCCCSc2ccccc2)cc1 | -3.6% | -2.1% | 2.0% | -4.4% | -2.6 | -6.0% | 3.8% | 2.2% | -10.1% | 1.1% | 1.2%
CSc1nc(N)nc(SC2C=CCCC2)c1C#N (stereo not given) | -3.6% | 2.3% | 15.4% | 25.2% | -19.6 | -6.1% | · | ? | -36.2% | 8.2% | -8.1%
O=C(C1CCN(S(=O)(=O)c2cccc3cccnc23)CC1)N1CCN(c2ccc(Cl)cc2)CC1 | -15.5% | -2.5% | 15.5% | 18.4µM* | -21.4 | -5.9% | 2.6% | -8.9% | -25.9% | 2.3% | 5.0%
O=C(Oc1ccc[nH]c1=O)c1cccc(Cl)c1 | -3.6% | -7.5% | -1.0% | ? | -8.3 | 0.4% | -3.4% | 0.2% | -0.2% | -3.8% | -2.0%
O=c1[nH]c(-c2ccc(O)cc2)nc2scc(-c3cccs3)c12 | 11.5% | -2.1% | 1.2% | ? | -4.9 | · | 7.9% | ? | ? | 4.2% | 11.4%
CCOc1ccc(C(CC(=O)O)NC(=O)COc2ccccc2)cc1OC (stereo not given) | -4.8% | -6.8% | -4.6% | 4.8% | -3.7 | 7.4% | 1.2% | ? | 12.1% | 1.1% | 0.3%
COc1cc(C(=O)NCC2(c3ccccc3)CCCC2)cc(OC)c1OC | -1.7% | -1.1% | 8.2% | ? | -9.3 | -0.3% | -2.5% | 4.7% | 10.1% | 0.4% | -0.6%
COc1ccc(NC(=O)Nc2cnccn2)cc1OC | -7.9% | 1.7% | -2.2% | 13.5% | 36.2 | 2.4% | -0.4% | 4.7% | 10.0% | 15.6% | -12.6%
Cc1ccc(C2C3=C(CC(C)(C)CC3=O)NC3=C2C(=O)CC(C)(C)C3)o1 | -1.7% | -5.1% | -1.5% | 23.3% | 16.9 | 32.3%[activator] | 0.5% | 1.0% | -35.0% | 0.6% | -21.4%
COc1cc(CN2CCCC(CO)(Cc3ccccc3C)C2)cc2c1OCO2 (stereo not given) | -0.4% | 0.7% | -3.3% | ? | -2.9 | 2.5% | 3.5% | -16.2% | -32.1%[inhibitor] | -4.9% | -4.5%
CC1CCN(CC(=O)N(C)c2c(N)n(Cc3ccccc3)c(=O)[nH]c2=O)CC1 | 3.6% | -0.2% | -3.1% | 13.7% | 15.4 | 3.5% | · | -0.3% | -0.1% | -4.0% | 11.7%
O=C(COC(=O)c1ccccn1)Nc1nccs1 | -15.3% | -5.9% | 0.3% | 5.1% | 5.0 | 3.7% | -6.2% | -1.6% | 14.7% | -7.5% | 1.9%
CCOc1ccc(NC(=O)Nc2cccs2)cc1 | 10.9% | -4.9% | -1.1% | ? | 14.4 | -0.7% | · | ? | 3.4% | -16.3% | -0.2%
CC1(C)CNC(=O)c2sc(NC(=O)c3ccccc3)nc2C1 | 1.2% | 0.2% | 2.0% | ? | -12.8 | 18.1% | 0.7% | · | 11.4% | 0.4% | 1.2%
Cc1ccc(OCC(=O)N(C)CC(=O)Nc2ccc(F)c(F)c2F)cc1 | 8.6% | -3.9% | 2.6% | 9.0% | 9.7 | 6.9% | · | 4.3% | 4.3% | -2.7% | -3.6%
CCCCSc1ccc(NC(=O)c2cccnc2)cc1 | 11.0% | 0.3% | 14.3% | 16.5% | 19.5 | -2.1% | -3.4% | ? | -34.2% | 0.8% | 5.0%
Cc1nn(C(C)C(=O)NCc2ccccc2F)c(=O)c2nn(-c3ccccc3)c(C)c12 (stereo not given) | -6.0% | -4.3% | -35.1%[inhibitor] | 1.4% | 7.0 | 3.0% | 1.0% | -3.3% | -4.0% | -4.5% | -1.4%
Cc1ccc(N/N=C(\C#N)C(N)=S)cc1C | 1.5% | -2.2% | 0.9% | ? | -21.4 | -6.1% | 4.3% | 13.3% | -18.9% | 1.0% | -18.6%
CCN1CCCc2cc(CN(CCN3CCOCC3)C(=S)Nc3cc(F)cc(F)c3)ccc21 | -19.8% | -2.3% | -15.1% | -12.2% | -9.8 | 3.4% | -3.3% | ? | -33.3% | 0.5% | -4.0%
S=c1[nH]nc(-c2cc(-c3ccco3)[nH]n2)n1-c1ccccc1Cl | 0.2% | -4.3% | -0.1% | 10.5% | -6.1 | -6.1% | -2.1% | 2.5% | 44.1% | -0.1% | 3.4%
CCOC(=O)C1CCN(C(c2cccc(F)c2)c2sc3nc(C)nn3c2O)CC1 (stereo not given) | -10.1% | -0.2% | 0.0% | -4.3% | -1.9 | 2.6% | 3.9%[46.1 µM] | 9.6% | -7.1% | 0.5% | -1.0%
COc1ccc(C2CC(=O)Oc3c(C(CCN4CCOCC4)c4cc(OC)c(OC)c(OC)c4)c(OC)cc(OC)c32)cc1 (stereo not given) | -2.7% | 0.2% | -15.6% | 15.8% | -2.2 | -1.2% | -4.3% | -4.6% | 1.7% | -3.1% | -5.4%
CC1(C(=O)O)CCC(C(=O)N2CCOCC2)C1(C)C (stereo not given) | -4.4% | -5.5% | -0.6% | 1.3% | -19.0 | 1.6% | 1.1% | 0.4% | -15.2% | 4.0% | -0.6%
Cc1c([N+](=O)[O-])cc(C(=O)Oc2cccc(C(=S)N3CCOCC3)c2)cc1[N+](=O)[O-] | 1.7% | -0.9% | 9.1% | 4.0% | 1.2 | -2.9% | 0.5% | 0.1% | 19.2% | -4.6% | 5.7%
Cc1cccc(S(=O)(=O)Nc2cccc3c2C(=O)c2ccccc2-3)c1 | -1.5% | -9.4% | 15.7% | -0.5% | -7.2 | -17.8% | 3.5% | -0.4% | -23.6% | -5.0% | 0.7%
COc1cccc(C2C(C(=O)c3sc(C)nc3C)=C(O)C(=O)N2CCN2CCOCC2)c1OC (stereo not given) | -1.5% | -2.0% | 1.6% | 7.2% | -8.2 | -1.5% | 0.7% | -1.3% | 6.5% | -7.9% | -4.6%
CC(C)(C)c1cc(CN2CCN(CCO)CC2)cc(C(C)(C)C)c1O | -5.9% | -7.0% | 5.8% | 0.0% | 5.0 | 1.6% | -3.9% | ? | -44.6% | -2.4% | -1.4%
CC(=O)Nc1cccc(NC(=O)CSc2nc(=O)n(CCCN3CCOCC3)c3c2CCC3)c1 | 6.4% | 1.6% | 7.6% | 3.2% | 21.9 | · | 4.7% | 5.3% | 4.3% | -2.7% | -17.8%
O=C(CSc1nc2c(sc3ccccc32)c(=O)n1CCCN1CCCC1)NCc1ccccc1 | 0.1% | -3.9% | 4.9% | 7.1% | -1.3 | 38.6% | -11.6% | 0.2% | -52.8%[inhibitor] | -6.3% | 6.4%
NNC(=O)CSc1c(-c2ccccc2)c2cc(Cl)ccc2[nH]c1=O | -4.1% | -3.8% | -14.6% | 22.5% | -3.3 | -0.3% | 8.6% | -3.1% | -6.9% | -19.7% | 10.0%
COc1ccc2c(c1)[C@H]1[C@H](CO2)[C@H](c2ccccc2)[C@]2(C)C(=O)Nc3cc(F)c(F)cc3C(=O)N12 | 8.8% | 0.4% | ? | ? | -8.8 | -16.4% | -8.9% | ? | -10.7% | -5.5% | 15.1%
COc1ccc2ccccc2c1C1CC(=O)N2CN(Cc3ccco3)CSC2=C1C#N (stereo not given) | 15.9% | 0.5% | -3.0% | -5.1% | -3.4 | 0.2% | 5.0% | -18.2% | -20.2% | -4.6% | 6.1%
Cc1ccc(C(=O)O/N=C(\N)c2cccnc2)cc1[N+](=O)[O-] | 3.8% | -0.6% | -7.4% | ? | 0.0 | -1.3% | 2.0%[46.1 µM] | ? | 4.3% | -0.2% | 3.6%
